# Assay outcomes (PubChem BioAssay)
# SRC3 TRFRET art: counter-screen for PPARgamma SRC-3 recruitment agonists: TR-FRET artefact. 99,000 tested, 0.39% active. TR-FRET ratio at 8 µM. PPARgamma/SRC-3 format; active compounds read high; in the data active = TR-FRET ratio above about 2000; also: inactives centre near 1600; reference of the scale not given here
# SRC1 TRFRET art: TR-FRET artefact, counter-screen to PPARgamma/SRC-1 agonist assay. TR-FRET detection artefact counter-screen, emission ratio; active compounds read high. TR-FRET ratio at 8 µM. 99,000 tested, 0.34% active; in the data active = TR-FRET ratio above about 2300; also: inactives centre near 1800; reference of the scale not given here
# Active calls of the source: *. A portion of the library. The share of hits here may be higher or lower than overall.
# The first two compounds (preview)
SMILES,SRC3 TRFRET art,SRC1 TRFRET art
COc1cccc(-c2cc(=O)c3cc(NC(=O)c4ccc(Cl)cc4)ccc3[nH]2)c1,1482,1678
COc1ccc(NC(=O)Cn2c(=O)n(CC3CCCO3)c(=O)c3ccccc32)c(OC)c1 (stereo not drawn),1510,1735

# Main list, repeating the preview:
SMILES,SRC3 TRFRET art,SRC1 TRFRET art
COc1cccc(-c2cc(=O)c3cc(NC(=O)c4ccc(Cl)cc4)ccc3[nH]2)c1,1482,1678
COc1ccc(NC(=O)Cn2c(=O)n(CC3CCCO3)c(=O)c3ccccc32)c(OC)c1 (stereo not drawn),1510,1735
O=C(C1=C[C@H](c2ccc(C(F)(F)F)cc2)C[C@H](OCc2ccc(CO)cc2)O1)N1CCCCCCC1,1412,1688
O=S(=O)(Nc1ccc(O)c(Sc2nc3ccccc3s2)c1)c1cccc2ccccc12,1523,1618
COc1cccc(N2CCN(C(=O)C3C4C=CC5(CN(Cc6ccccc6Cl)C(=O)C35)O4)CC2)c1 (stereo not drawn),1596,2013
O=C(N/C(=C\c1ccc([N+](=O)[O-])cc1)C(=O)N1CCCCC1)c1ccccc1,1555,1946
CCc1ccc(-c2nn(-c3ccccc3)cc2CSC(=N)N)cc1,1627,1835
Oc1ccc(/C=N/Nc2ccc(C(F)(F)F)cn2)cc1O,1575,1611
CSc1cccc(NCc2ccc([N+](=O)[O-])cc2)c1,1599,1765
O=C(Nc1cn(-c2ccccc2)nc1-c1ccccc1)c1ccccc1,1564,2046
Cc1ccc(-c2cc(C(=O)O)n(-c3ccc(S(N)(=O)=O)cc3)n2)cc1,1742,1807
COc1ccc(Cl)cc1NC(=O)COC(=O)c1cc(NS(=O)(=O)c2cccs2)ccc1O,1442,1719
CN1CCN(CCCNC(=S)Nc2ccc(F)c(Cl)c2)CC1,1579,1697
COc1ccc(/C=N/OC/C(O)=C(\C#N)c2nc3ccccc3[nH]2)cc1OC,1485,1751
C=CCOC(=O)C1=C[C@H](c2cn(C(C)=O)c3ccccc23)[C@@H](CCCO)[C@H](OCC)O1,1261,1602
CN(C)CCCN(C(=O)COc1ccccc1)c1nc2ccc(Cl)cc2s1,1680,1781
O=S1(=O)N=C(N(CCO)/N=C/C=C/c2ccccc2)c2ccccc21,1530,1879
CC(C)CCn1nnnc1CN1CCN(c2ccc(F)cc2)CC1,1509,1803
Cc1ccccc1C(=O)NNC(=O)/C=C/c1ccccc1,1538,1714
CCOC(=O)CNC(=O)N1CCCC(C(=O)c2cccc(Cl)c2)C1 (stereo not drawn),1655,1861
N#CC1=C(N)NC(SCC(=O)c2ccc(Br)cc2)=C(C#N)C12CCCCC2,1341,1687
COc1ccc(C(=O)NNC(=O)CN2CCC(n3nnc4cc(C)ccc43)CC2)cc1,1673,1758
COC(=O)c1cc(-c2ccc3c(c2)OCO3)nc2ccccc12,1427,1725
CN(C)CCOC(=O)c1sc2ccccc2c1Cl,1758,1926
Cc1ccc(CNC(=O)CSc2ccsc2[N+](=O)[O-])cc1,1603,1561
CCOC(=O)C(NC(=O)CCl)(Nc1sc(C)c(CC)c1C#N)C(F)(F)F (stereo not drawn),1595,1850
Cc1c(C(=O)c2ccc(Cl)c([N+](=O)[O-])c2)c2ccccn2c1CCC#N,1516,1627
COc1cc2c(cc1OC)CN(c1nc(CN3CCOCC3)nc3sc4c(c13)CCC(C)C4)CC2 (stereo not drawn),1662,1882
CCc1noc(C)c1C(=O)NCCc1ccc(OC)c(OC)c1,1646,1991
O=C(Nc1ncc(S(=O)(=O)c2ccc([N+](=O)[O-])cc2)s1)c1cccc2ccccc12,1457,2064
Cc1ccc(NC(=O)N2CCCC2c2cccs2)cc1 (stereo not drawn),1587,1815
COc1ccc(CCNC(=O)c2ccc(CN3CCC(Cc4ccccc4)CC3)cc2)cc1,1570,1731
O=C(COc1ccc(Cl)cc1Cl)N1CCCCCC1,1548,1905
Cc1cccc(C)c1NS(=O)(=O)c1ccc(OCCNS(C)(=O)=O)cc1,1712,1850
CCCNC(=O)NC1CCCc2ccccc21 (stereo not drawn),1805,1657
CCOc1ccc(N2C(=O)Nc3ccccc3C2(O)C(=O)N2CCN(c3ccccn3)CC2)cc1 (stereo not drawn),1657,2062
Cc1sc2ncnc(Sc3nc4ccccc4s3)c2c1C,1474,1783
O=C(Nc1ccccc1O)c1c(O)c2c([nH]c1=O)CCCC2,1526,1661
Cc1ccc(CCNC(=O)CN2C(=O)COc3ccccc32)cc1,1369,1867
Cc1cc[n+](Cc2ccc([N+](=O)[O-])cc2)cc1,1675,1991
COCCCn1c(C)nnc1-c1cnn(-c2ccccc2)c1N,1497,1473
O=C1NC2(CCCC2)C(=O)N1CCS(=O)(=O)Oc1ccccc1,1675,2024
O=C(N/N=C/c1ccc(Sc2ccccn2)o1)c1cccc([N+](=O)[O-])c1,1477,1657
CN(C)c1cc[n+](CC(=O)c2ccc(Br)cc2)cc1,1616,1734
S=C(NCCc1ccccc1)NC1CCC(NC(=S)NCCc2ccccc2)CC1 (stereo not drawn),1468,1661
C[C@@H]1NC(=O)c2cc([N+](=O)[O-])cc(I)c2NCCCC[C@@H](C(N)=O)NC(=O)[C@H](CC(N)=O)NC1=O,1290,1558
O=C(Nc1nc(-c2ccccn2)cs1)c1cc2ccccc2o1,1722,1632
Clc1ccc(N/N=C/c2cccs2)nn1,1841,1826
Cc1ccc(OCC(=O)Nc2cccc(-c3nnc(-c4ccccc4)o3)c2)cc1,1974,1651
Cc1[nH]c(=S)c(C#N)c(-c2ccco2)c1C(=O)N(C)C,1587,1725
Cn1c(CCN2CCOCC2)nc2cc(NC(=O)c3cccs3)ccc21,1382,1719
CC(C(=O)NCC1CCCCC1)N1CCc2ccccc2C1 (stereo not drawn),1616,1633
O=C(NCC1CCCO1)c1cn(-c2ccccc2)nc1-c1ccccc1 (stereo not drawn),1339,1648
O=C(N/N=C/c1ccc2c(c1)OCO2)c1ccc(Br)o1,1562,1826
Oc1ccccc1CN1CCC(C(O)(c2ccccc2)c2ccccc2)CC1,1250,1462
COc1ccccc1Nc1cc(C)nc2c(C)ccc([N+](=O)[O-])c12,1523,1698
CN1c2ccccc2Oc2nnc(Cl)cc21,1302,1772
COc1ccc([N+](=O)[O-])cc1NC(=O)CSCc1ccccc1C,1566,1679
CC(Sc1ccc2ccccc2c1)C(=O)NC(N)=O (stereo not drawn),1730,2107
Cn1cccc1C(=O)NC(=O)COC(=O)CNC(=O)c1ccc(Cl)cc1Cl,1465,1715

# Additional compounds:
SMILES,SRC3 TRFRET art,SRC1 TRFRET art
CC1CCCCC1NC(=O)CSc1nnc(-c2ccccc2)n1N (stereo not drawn),1593,2092
Cc1nn(CC(=O)c2cccc(Cl)c2)c(C)c1[N+](=O)[O-],1600,1927
COc1ccc(CCNC(=O)CC2SC(=NCCC(C)C)NC2=O)cc1OC (stereo not drawn),1444,1524
Cc1ccc(NC(=O)CSc2nn(-c3ccc(Cl)cc3)c(=S)s2)cc1S(=O)(=O)N(C)C,1933,2030
CCN1CCc2c(OCC(=O)Nc3cccc(C)c3)cccc2C1=O,1646,1720
Cc1ccc(S(=O)(=O)Cn2nnnc2C(CC(C)C)N2CCN(C(=O)c3ccco3)CC2)cc1 (stereo not drawn),1671,1997
Cc1cccc(CSCC(=O)NCc2ccc(S(N)(=O)=O)cc2)c1,1667,1708
OC(COc1ccccc1)CN1CCCCCC1 (stereo not drawn),1686,1600
CC(=O)c1cccc(N(CC(=O)Nc2ccc(F)cc2)S(C)(=O)=O)c1,1699,1904
COC(=O)c1ccccc1SC1CC(=O)N(c2cccc(C)c2)C1=O (stereo not drawn),1637,1926
CCOC(=O)C1=C(C)NC(=O)/C1=C\N(C)C,1548,1712
Cc1ccc(-c2csc(NC(=O)CCNC(=O)c3ccccc3Cl)n2)cc1,1549,1676
CS(=O)(=O)N(CCc1ccccc1)CC(=O)NCc1ccc(Cl)cc1,1550,1728
CCOc1ccc(S(=O)(=O)N2CCCCC2)c(C)c1C,1670,1793
Cc1ccc(OCC(=O)c2ccc(Cl)s2)c([N+](=O)[O-])n1,1722,1817
C#CCn1c(=NC(=O)CSCC(=O)N2CCOCC2)sc2ccccc21,1473,1769
Cc1ccc(OCC(=O)N/N=C/c2c[nH]c3ccccc23)c([N+](=O)[O-])c1,1631,1742
Cc1ccc(NC(=O)C2(c3ccccc3)CCOCC2)cc1,1695,1932
CC1=Nc2cc(C(=O)NCc3ccco3)ccc2Sc2ccc(C)cc21,1344,1525
O=C(COC(=O)c1c(Cl)cccc1Cl)NC1CCCCC1,1566,1902

# Some values from the results shown.
# Cc1nn(CC(=O)c2cccc(Cl)c2)c(C)c1[N+](=O)[O-] – SRC3 TRFRET art = 1600
# Cc1sc2ncnc(Sc3nc4ccccc4s3)c2c1C – SRC1 TRFRET art = 1783

# (next part)
SMILES,SRC3 TRFRET art,SRC1 TRFRET art
O=C(C[n+]1cc(-c2ccccc2)n2c1CCC2)OCc1ccccc1,1761,2028
CCCCOc1ccc(CN(CCO)CCO)cc1[N+](=O)[O-],1606,1984
CC(CNC(=O)COc1ccccc1)OC(=O)Nc1cccc(Cl)c1 (stereo not drawn),1523,1860
CCOc1cc(/C=C2/NC(=O)N(CC(=O)OC)C2=O)ccc1OC,1576,1929
Cc1cc(NC(=O)/C(C#N)=C/c2ccco2)n(-c2ccccc2)n1,1647,1958
O=C(O)/C=C\c1cn(-c2ccccc2)nc1-c1cc2ccccc2o1,1469,1780
O=C(CSCc1cccc(F)c1)NCc1ccccc1,1568,1848
O=C(CSc1ncn[nH]1)c1cc2ccccc2o1,1494,1745
CCOc1ccc(N=Nc2c(C)noc2C)cc1,1570,1918
CCN(CC)S(=O)(=O)c1ccc(N2CCOCC2)c(NC(=O)c2ccc(F)cc2)c1,1463,1705
CC(=O)Nc1ccc(NC(=O)Cc2ccc(F)cc2)cc1,1662,2052
COC(c1ccccc1)c1nnc(CCC(=O)N(C)CCc2ccccc2)o1 (stereo not drawn),1698,1959
CCOc1ccccc1NC(=O)CCNC(=O)c1ccc(Cl)cc1,1483,1592
Cc1nc2ccccc2n1CSc1ccccc1,1550,1541
COc1cccc(/C=N/Nc2nc(Nc3ccc([N+](=O)[O-])cc3)nc(N3CCCC3)n2)c1O,1578,1860
CC(Cc1n[nH]c(=S)o1)c1ccccc1 (stereo not drawn),1437,1951
COC(=O)c1ccc(C(=O)OC)c(NC(=S)N2CCCC(CO)C2)c1 (stereo not drawn),1504,1722
O=S1(=O)N=C2CCCCCN2C(c2ccc(F)cc2)N1 (stereo not drawn),1654,1725
C=CCC1CCCC(=O)N2CC[C@H](O)C12 (stereo partly drawn),1505,1803
CCC1CCCN1Cn1cnc2c([nH]c3ccc(Cl)cc32)c1=O (stereo not drawn),1522,1728

# 12 entries out of the list, ordered by SMILES length, ascending:
SMILES,SRC3 TRFRET art,SRC1 TRFRET art
Cc1nc2ccccc2n1CSc1ccccc1,1550,1541
CCOc1ccc(N=Nc2c(C)noc2C)cc1,1570,1918
O=C(CSCc1cccc(F)c1)NCc1ccccc1,1568,1848
O=C(CSc1ncn[nH]1)c1cc2ccccc2o1,1494,1745
CC(=O)Nc1ccc(NC(=O)Cc2ccc(F)cc2)cc1,1662,2052
CCCCOc1ccc(CN(CCO)CCO)cc1[N+](=O)[O-],1606,1984
CC(CNC(=O)COc1ccccc1)OC(=O)Nc1cccc(Cl)c1 (stereo not drawn),1523,1860
CCOc1cc(/C=C2/NC(=O)N(CC(=O)OC)C2=O)ccc1OC,1576,1929
O=C(O)/C=C\c1cn(-c2ccccc2)nc1-c1cc2ccccc2o1,1469,1780
COC(=O)c1ccc(C(=O)OC)c(NC(=S)N2CCCC(CO)C2)c1 (stereo not drawn),1504,1722
CCN(CC)S(=O)(=O)c1ccc(N2CCOCC2)c(NC(=O)c2ccc(F)cc2)c1,1463,1705
COc1cccc(/C=N/Nc2nc(Nc3ccc([N+](=O)[O-])cc3)nc(N3CCCC3)n2)c1O,1578,1860

# Additional entries follow:
SMILES,SRC3 TRFRET art,SRC1 TRFRET art
N#C/C(=C\c1ccc(OCc2ccccc2)cc1)C(N)=O,1573,1784
CCOc1[nH]n(-c2ccccc2)c(=O)c1C=NCc1cccnc1,1639,2015
COc1cc(CN2CCN(Cc3ccc(C)cc3)C(CCO)C2)cc(OC)c1O (stereo not drawn),1520,1804
CCN(CCn1cccn1)C(=O)c1cc(COc2c(F)cccc2F)on1,1586,1764
CCOC(=O)c1nc(-c2ccc(OC)c(OC)c2)cnc1C#N,1599,1585
Cc1cc(C)cc(NC(=O)Cn2c(-c3ccccc3Cl)nc3ccccc32)c1,1660,2120
O=C1N(Cc2ccc(F)cc2)CCN1c1ccc(F)cc1,1582,1754
COC(=O)CN1C(=S)N(c2ccc(Cl)cc2)C(=O)C1CC(=O)Nc1ccccc1 (stereo not drawn),1621,1766
N#C/C(=C\c1cccnc1)c1nc2c(s1)CCCC2,1475,1901
N#Cc1cccc(NC(=O)COC(=O)CCc2nc3ccccc3c(=O)[nH]2)c1,1589,1907
Cn1nc(N)c2c(-c3ccc(Cl)cc3)c(C#N)c(N)nc21,1688,1871
O=C(NCCCN1CCOCC1)C(C(=O)NCCCN1CCOCC1)c1ncc(C(F)(F)F)cc1Cl,1533,1710
CCN(CC)C(=O)c1ccc2c(c1)N(Cc1ccccc1)C(=O)CS2=O (stereo not drawn),1594,1897
Cc1noc(C)c1C(=O)NCc1ccccc1F,1534,1829
CN(CC(=O)N1CCc2ccccc2C1)S(=O)(=O)c1ccc2c(c1)c(=O)n(C)c(=O)n2C,1558,1846
COCC(C)n1c(C)cc(C(=O)CSc2cc(C)c3ccccc3n2)c1C (stereo not drawn),1635,1832
Cc1ccc(CN(Cc2ccccc2)C(=S)Nc2ccccc2C)o1,1341,1736
CCOC(=O)C1(Cc2ccccc2)CCN(Cc2cccc3c2OCO3)CC1,1432,1552
COc1ccc(-c2[nH]ncc2CNCCc2ncccc2C)cc1F,1414,1508
